Screens (PubChem BioAssay)
LmPK inhibitor: qHTS Assay for Inhibitors of Leishmania Mexicana Pyruvate Kinase (LmPK). Q27686. purified LmPK, Kinase-Glo ATP luminescence, 1 h. Potency, µM (doses to about 57.5 µM), without a hit: top-dose activity change, negative = inhibition, hits mostly inhibitors. 290,000 compounds, 0.37% hits. AID 1721, 2009; further: potency means the concentration at half of the fitted maximal effect
Target sequence (Q27686 whole entry, looked up): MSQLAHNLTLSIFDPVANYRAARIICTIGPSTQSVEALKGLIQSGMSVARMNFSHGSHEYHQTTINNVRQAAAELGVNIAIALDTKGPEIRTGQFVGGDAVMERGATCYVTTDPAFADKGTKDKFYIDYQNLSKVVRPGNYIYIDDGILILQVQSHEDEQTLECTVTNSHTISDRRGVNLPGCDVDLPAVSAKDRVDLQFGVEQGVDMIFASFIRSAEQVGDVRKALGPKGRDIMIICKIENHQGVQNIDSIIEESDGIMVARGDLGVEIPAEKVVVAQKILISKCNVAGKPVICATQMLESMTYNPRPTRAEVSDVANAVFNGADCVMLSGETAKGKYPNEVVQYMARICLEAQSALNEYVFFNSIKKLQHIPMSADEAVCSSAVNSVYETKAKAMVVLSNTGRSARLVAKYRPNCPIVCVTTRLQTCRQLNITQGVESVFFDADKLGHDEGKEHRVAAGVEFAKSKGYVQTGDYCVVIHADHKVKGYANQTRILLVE
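ATP generated from ADP (0.1 mM) and PEP (0.5 mM) by 0.1 nM LmPK over 1 h at room temperature (pH 7.2 imidazole buffer) was detected by coupled luciferase luminescence. Values were normalized to uninhibited and no-enzyme wells.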
HCMV inh: qHTS Assay for inhibitors of the human cytomegalovirus (HCMV). activity change, negative = inhibition, % at 57.5 µM. HFF cells, HCMV-luciferase reporter, 72 h; hits give low values. 410,000 compounds, 4.5% hits; in the data active means activity change below about -60%; inconclusive means no clear call, values can overlap the other calls; inactive means above about -39%
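Cell-based, HFFs, 1000 cells/well, 16 h 37C; cpds in DMSO + HCMV-luc, MOI 1 PFU/cell; 72 h 37C; OneGlo luminescence after 5 min RT; norm. to buffer vs Salinomycin 10uM.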
HCV inh: qHTS Assay for Inhibitors of Hepatitis C Virus (HCV); Huh7.5.1 HCVcc-Cre infection, luciferase reporter, 44 h; Potency, µM (series often up to 41.8 µM), without a hit: top-dose activity change, negative = inhibition, most hits filed as inhibitors; 340,000 compounds, 3.4% hits; further: potency means the concentration at half of the fitted maximal effect
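Infectious HCV cell culture screen: compound-treated cells (1,000/well, pre-plated 4 h) are infected with HCVcc-Cre at roughly 0.5 moi and grown 44 h. Infection is quantified by luciferase signal after 15 min substrate incubation at room temperature.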
AmpC inh no detg: qHTS Inhibitors of AmpC Beta-Lactamase (assay without detergent). P00811. AID 485341, 2010. 330,000 compounds, 0.52% hits. AmpC nitrocefin hydrolysis, absorbance 480 nm, 0.0001% Triton. Potency, µM (top dose mostly 57.1 µM), without a hit: at the highest dose activity change, negative = inhibition, usual class: inhibitors;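 further: potency means the concentration at half of the fitted maximal effect; plate controls were no compound for no effect and no enzyme for full effect; nearly all actives have a fitted effect of over 20% in size; some results filed as inactive show a strong effect at the top dose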
Target sequence (P00811 whole entry, looked up): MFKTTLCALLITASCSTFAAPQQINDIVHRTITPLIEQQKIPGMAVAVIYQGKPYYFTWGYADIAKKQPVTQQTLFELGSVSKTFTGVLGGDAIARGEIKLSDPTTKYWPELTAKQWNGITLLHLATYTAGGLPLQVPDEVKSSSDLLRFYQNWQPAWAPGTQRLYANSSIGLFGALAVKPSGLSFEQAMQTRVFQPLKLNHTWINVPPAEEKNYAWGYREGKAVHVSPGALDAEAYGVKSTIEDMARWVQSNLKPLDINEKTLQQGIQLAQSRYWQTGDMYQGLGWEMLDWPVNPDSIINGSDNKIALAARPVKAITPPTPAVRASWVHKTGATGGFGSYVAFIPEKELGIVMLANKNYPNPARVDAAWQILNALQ
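20 mM phosphate pH 7.0 + 0.01% (detergent screen) or 0.0001% Triton X-100; 5.3 nM AmpC reagent; cpd preinc 15 min RT; nitrocefin (800 uM stock) to start; A480 q20 s × 4 min; Activity was normalised to no-enzyme and no-compound control wells.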
AmpC detergent: qHTS Inhibitors of AmpC Beta-Lactamase (assay with detergent); P00811; AmpC hydrolysis of nitrocefin, absorbance 480 nm, 0.01% Triton; Potency, µM (titrated, usually from 114 µM), inactives show top-dose activity change, negative = inhibition, most hits filed as inhibitors; 370,000 compounds, 0.041% hits;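 further: potency means the concentration at half of the fitted maximal effect; 0% = no-compound wells and -100% = no-enzyme wells; nearly all actives have a fitted effect of over 25% in size; some results filed as inactive show a strong effect at the top dose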
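20 mM phosphate pH 7.0 + 0.01% (detergent screen) or 0.0001% Triton X-100; 5.3 nM AmpC reagent; cpd preinc 15 min RT; nitrocefin (800 uM stock) to start; A480 q20 s × 4 min; Activity was normalised to no-enzyme and no-compound control wells.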
TbPYK inhibitor: qHTS of Trypanosoma Brucei Inhibitors; TbPYK enzyme, Kinase-Glo Plus ATP luminescence, 45 min; Potency, µM (top dose mostly 76.8 µM), inactives show top-dose activity, negative = inhibition, most hits filed as inhibitors; 410,000 compounds, 0.12% hits; AID 624173, 2012; further: potency means the concentration at half of the fitted maximal effect; nearly all actives have a fitted effect of over 50% in size
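Screened from lowest to highest concentration, compounds were pinned into TbPYK/substrate mixtures, and ADP (130 uM final) was added. Plates sat at room temperature for 45 min prior to Kinase-Glo Plus detection by luminescence.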
AMA1 RON2 block: qHTS for Inhibitors of AMA1-RON; Towards Development of Antimalarial Drug Lead: Primary Screen. AlphaScreen AMA1-biotinylated RON2 peptide binding. 360,000 compounds, 0.2% hits. Potency, µM (highest dose often 58.2 µM), for inactives: at the top dose activity change, negative = inhibition, hits mostly inhibitors;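 further: potency means the concentration at half of the fitted maximal effect; 0% = vehicle wells and -100% = peptide control; nearly all actives have a fitted effect of over 45% in size; some results filed as inactive show a strong effect at the top dose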
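AMA1 (3D7) with his tag at 25 nM final met compounds first, then biotinylated RON2 peptide at 25 nM; detection used donor plus acceptor beads, 10 µg/mL apiece, read by AlphaScreen after 30 min at room temperature.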
An asterisk follows results filed as active; ? = inconclusive; . = not tested or not shown; & = joins results of further samples; [ ] = dose if it differs, or a comment. Unless noted, the call rests on the fitted dose curve; in most records, active means well fitted curve in the direction sought with a large enough effect; inconclusive means small, poorly fitted or top-dose-only effect, or another doubt; inactive means no such curve, though single readings can be large; an effect the other way counts as inactive or inconclusive. Unless noted, on the % scale 0 is the no-effect control and ±100 the full control effect.

SMILES	LmPK inhibitor	HCMV inh	HCV inh	AmpC inh no detg	AmpC detergent	TbPYK inhibitor	AMA1 RON2 block
Cc1ccccc1CN(c1ccc(C(=O)Nc2ccccc2C(=O)N2CCCC2)cc1)S(C)(=O)=O	9%	5	-15%	126%[activator]	4%	-5%	-10%
COc1ccc(C(=O)N(Cc2ccc(N(C)C)cc2)Cc2ccco2)cc1Cl	.	?	.	.	14%	-1%	.
CCC(=O)Oc1ccc(NC(=O)c2ccc(S(=O)(=O)N3CCCC3)cc2)cc1	.	?	.	.	.	-4%	4%
CC(C)NC(=O)c1cc(-c2ccc3c(c2)OCO3)on1	3%	64	23%	-3%	-4%	7%	-4%
COc1cc(/C=N\NC(=O)c2ccc(Cn3cc(Br)c([N+](=O)[O-])n3)o2)cc(OC)c1O	5%	-19	-20%	21%	1%	7%	0%
CCCn1c(C(C)Nc2nc(-c3ccc(C)cc3)cs2)nc2ccccc21 (configuration not stated)	-1%	4	?	-21%	-2%	-6%	32%[activator]
C=CCn1c(SCC(=O)c2ccc(Br)cc2)nnc1C(C)NC(=O)Cc1ccc(OC)cc1 (configuration not stated)	9%	15	-9%	8%	-3%	-4%	-1%
COC(=O)c1c(-c2ccc(SC)cc2)sc2ccc(OC)cc12	.	197	45%[activator][8.37 µM]	-5%	.	0%	18%
O=C(CCC(=O)N1CCOc2ccccc21)NCc1cccs1	.	1	.	.	22%	3%	.
CCN(C(=S)Nc1cccc2ccccc12)c1ccccc1	.	24	.	.	.	-8%	127%[activator]
O=C(CSc1ccccc1)Nc1ccccc1C(=O)O	-17%	89	9%	.	0%	0%	2%
O=C(CCSc1nc(-c2ccco2)cc(C(F)(F)F)n1)NCc1ccccn1	10%	-5	11µM*	28%	4%	-7%	23%
S=c1[nH]nc(COc2ccccc2)n1/N=C/c1cccc(Cl)c1Cl	1%	-13	0%	?	-1%	0%	70%[activator]
O=C(N/N=C/c1ccc(N2CCOCC2)cc1)c1ccncc1	.	-15	34%[activator]	-34%	1%	2%	8%
CCOC(=O)Cc1csc(NC(=O)COc2ccccc2)n1	-2%	52	3%	-23%	1%	0%	0%
COc1cccc(-n2c(=O)c3c(C)c(C)sc3n(CC(=O)Nc3ccccc3OC)c2=O)c1	.	-2	.	.	14%	1%	.
Cc1cc(S(=O)(=O)NC2CCCCC2)c(C)s1	1%	-2	4%	-1%	2%	-6%	-12%
COc1ccc(-c2[nH]ncc2/C=C(/C#N)C(=O)NC2CCCCCC2)cc1	-6%	?	22µM*	-17%	-7%	-1%	19%
Cn1cnc2c1c(=O)n(Cc1c(Cl)cccc1Cl)c(=O)n2C	3%	-7	5%	0%	-14%	0%	-9%
CN(C)CCC(=O)c1ccc2c(c1)OCO2	1%	15	-17%	-8%	-2%	-12%	4%

Whole records, looked up by structure. Values in the order: LmPK inhibitor	HCMV inh	HCV inh	AmpC inh no detg	AmpC detergent	TbPYK inhibitor	AMA1 RON2 block
`Cc1cc(S(=O)(=O)NC2CCCCC2)c(C)s1` across the screens: 1%	-2	4%	-1%	2%	-6%	-12%
`Cn1cnc2c1c(=O)n(Cc1c(Cl)cccc1Cl)c(=O)n2C` across the screens: 3%	-7	5%	0%	-14%	0%	-9%
`COc1cccc(-n2c(=O)c3c(C)c(C)sc3n(CC(=O)Nc3ccccc3OC)c2=O)c1` across the screens: .	-2	.	.	14%	1%	.

Later entries:
SMILES	LmPK inhibitor	HCMV inh	HCV inh	AmpC inh no detg	AmpC detergent	TbPYK inhibitor	AMA1 RON2 block
CCc1ccc2oc(-c3ccc(C)c(NC(=O)/C=C/c4ccco4)c3)nc2c1	.	34	.	.	7%	-16%	.
O=C(CSc1ccc([N+](=O)[O-])cn1)Nc1cc(C(F)(F)F)ccc1N1CCOCC1	0%	-30	.	3%	3%	1%	-13%
Cc1ccc(NC(=O)CSc2nnc(-c3ccco3)c(-c3ccco3)n2)cc1	4%	10	?	-41%	-16%	?	-15%
Oc1[nH]c2ccccc2c1N=Nc1ccccn1	.	96	31%[activator]	.	.	4%	15%
CCOC(=O)C(=O)Nc1c(C(=O)Nc2cccc(F)c2)oc2ccccc12	.	75	.	.	7%	6%	.
O=C(CN1CCN(Cc2ccccc2F)C1=O)NCCN1CCOCC1	-1%	-7	15%	-2%	-5%	-1%	-5%
COc1ccc(N2CCN(CCCNC(=O)c3cc(Nc4ccc(OC)cc4OC)nc4ccccc34)CC2)cc1	.	-38	.	.	2%	-4%	.
CC(=O)N=Cc1c(C)c(C#N)c(=O)n(C)c1O	1%	14	15%	-12%	-4%	1%	3%
O=C(O)C1CCCN(S(=O)(=O)c2cccc3cccnc23)C1 (configuration not stated)	5%	47	13%	-15%	?	-4%	-9%
Cc1cccc(N2CCN(c3ncnc4c3nc3n4CCCCC3)CC2C)c1 (configuration not stated)	.	-98*	.	.	-2%	-5%	.
NC(=O)CN1CCCN(S(=O)(=O)c2ccc(Br)cc2)CC1	3%	17	8%	-8%	2%	-10%	-15%
CCN(/N=C/c1ccc(Cl)cc1)c1cc(=O)n(C)c(=O)[nH]1	0%	-17	3%	7%	-12%	2%	15%
O=C(Cn1cccn1)c1ccccc1	-3%	-4	17%	-10%	-21%	-4%	1%
CCSc1nnc(NC(=O)c2cc(C)on2)s1	-5%	59	19%	-6%	-9%	13%	-1%
O=C(CSc1nc2ccccc2n1Cc1c(F)cccc1Cl)N1CCN(c2ccc(F)cc2)CC1	.	20	.	.	-1%	1%	.
CCCNC(=O)c1cccc(Cn2nc(C)c(Br)c2C)c1	4%	25	?	11%	?	-1%	0%
COc1ccc(C(=O)OCC(=O)NCC2CCCO2)cc1 (configuration not stated)	-12%	-38	1%	-16%	-2%	-1%	9%
CCOc1ccc(NC(=O)Cn2c(=O)oc3ccccc32)cc1	-4%	-17	6%	-11%	3%	-4%	3%
Cc1ccn2c(C(=O)CSc3ccc(Cl)cc3)c(C)nc2c1	1%	?	-12%	0.32µM*	-4%	-7%	-1%
Cc1ccc(Cn2c(SC3CCOC3=O)nc3ccccc3c2=O)cc1 (configuration not stated)	0%	-21	3%	-23%	-9%	2%	-21%

Next part, starting with the last two of the part before.
SMILES	LmPK inhibitor	HCMV inh	HCV inh	AmpC inh no detg	AmpC detergent	TbPYK inhibitor	AMA1 RON2 block
Cc1ccn2c(C(=O)CSc3ccc(Cl)cc3)c(C)nc2c1	1%	?	-12%	0.32µM*	-4%	-7%	-1%
Cc1ccc(Cn2c(SC3CCOC3=O)nc3ccccc3c2=O)cc1 (configuration not stated)	0%	-21	3%	-23%	-9%	2%	-21%
Cc1cccc(C)c1NC(=O)C1CCCN1S(=O)(=O)c1ccc(-c2ccc(=O)[nH]n2)s1 (configuration not stated)	0%	-32	9%	30%	?	-6%	19%
COc1ccc(C(=O)NCC(c2ccco2)N2CCc3ccccc3C2)c(OC)c1 (configuration not stated)	.	-30	.	.	.	-10%	-6%
CN1CCN(NC(=O)c2ccccc2F)CC1	-3%	-22	-9%	-10%	-6%	-4%	9%
COc1ccc(NC(=S)NCc2cccs2)c(OC)c1	0%	-29	-2%	-6%	3%	0%	-3%
Cc1nnc(SCC(=O)NNC(=O)c2ccc(Cl)cc2)s1	0%	-11	17%	-12%	3%	6%	69%[activator]
CN(C)c1ccc(/C=N/NC(=O)c2ccccc2O)o1	0%	114	-2%	-38%	-3%	?	16%
N#Cc1cnn2c(=O)[nH]cnc12	.	29	.	.	.	3%	-7%
COC(=O)c1ccccc1NC(=O)N1CCN(c2ccccc2F)CC1	-1%	8	7%	0%[2.29 µM]	-6%	-5%	1%
CN(C)CCNC(=O)c1ccc2nc([C@@H]3O[C@H](CO)[C@H](O)[C@H](O)[C@H]3O)[nH]c2c1	.	-1	.	.	.	-1%	19%
CCOC(=O)c1cnc2c(C)c(Cl)ccc2c1NCCc1ccc(OC)c(OC)c1	.	5	.	.	7%	0%	.
CCc1cn(S(=O)(=O)c2ccccc2OC)nc1N	4%	15	20%	-18%	3%	3%	-1%
Cc1ccc(-n2c(C)cc(C(=O)OCC(=O)N3CCOCC3)c2C)cc1	.	-25	-6%	95%[activator]	.	3%	-24%
CCOC(=O)c1ccc(N=c2sc(C(=O)OC)cc(=O)n2CCCN2CCOCC2)cc1	10%&4%	79&6	?	158%&142%[activator]	?	-1%&1%	-12%&-3%
CN(C)c1ccc(/C=C/C=C2/C(=O)NC(=O)N(c3ccccc3)C2=O)cc1	13µM*	-113*	?	-7%	1%	?	?
O=C1OCCN1C(=O)[C@H]1[C@H](c2ccc([N+](=O)[O-])cc2)C(c2ccccc2)=NN1c1ccccc1	.	6	-2%	13%	.	3%	-19%
CC(=O)c1cccc(NC(=O)c2csc(-n3nc(C)cc3C(F)(F)F)n2)c1	10%	7	-14%	-14%	-2%	-16%	18%
Cn1cc(C(=O)OCC(=O)NC2CCCCC2)c2ccccc21	.	-18	3%	-11%	-2%	1%	6%
Nc1nc(NC(=O)CCCC(=O)O)nn1-c1ccccc1	7%	-5	12%	-21%	?	-1%	13%
C/C=C/C(=O)OCC(=O)Nc1ccc(C)c(S(=O)(=O)N(C)C)c1	-1%	-6	-13%	-9%	2%	-3%	-3%
N#Cc1cc(-c2ccccc2)nnc1Oc1ccccc1Cl	9%	-39	?	-20%	?	9%	-2%
COc1ccc2c(C(=O)c3ccc(C)cc3)n(CCC(N)=O)[n+]([O-])c2c1	-3%	?	12%	-10%	-1%	0%	-7%
COc1cc(C(=O)O)c([N+](=O)[O-])c(OC)c1OC	2%	-38	19%	-12%	6%	-16%	-9%
CCOc1ccc(S(=O)(=O)NCc2ccncc2)cc1	7%	-96*	?	-8%	10%	-1%	12%
CCn1cc(C(=O)N2CCC3(CC2)OCCO3)c(=O)c2cc(S(=O)(=O)N3CCCC3)ccc21	-7%	24	-7%	8%	1%	-2%	0%
COc1cccc(NC(=O)CN(C)S(=O)(=O)/C=C/c2ccccc2)c1	.	19	-24%	-22%	2%	-3%	-2%
O=C(COC(=O)c1ccc([N+](=O)[O-])o1)c1ccccc1	-1%	2	8%	-15%	?	-6%	4%
COc1ccc(CCNC(=O)Cn2cnc3c(nnn3Cc3ccc(C)cc3)c2=O)cc1OC	3%	-7	-2%	-22%	?	1%	-5%
COc1ccc(CCNC(=O)CCc2c(C)nc3c(c(C)nn3-c3ccc(C)c(C)c3)c2C)c(OC)c1OC	.	22	.	.	-15%	2%	.
O=C(COc1ccccc1)NCc1ccc2c(c1)CCN2C(=O)c1ccc(F)cc1	.	-7	.	.	7%	0%	.
